# Source: PubChem BioAssay
# F508del corr – F508del CFTR correction, initial screen, CFBE line, single point. activity (quench increase), % at 7.58 µM. CFBE cells, YFP halide quenching; stimulated with forskolin plus potentiator P3; % fluorescence drop versus neutral controls. hit rate 0.36% among 350,000;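 active = mean added fluorescence quench of at least 8% versus neutral control, with both replicates also reaching 8%; inconclusive = only one of the mean or replicate conditions met; inactive = mean below 8% and not both replicates reaching 8%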;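 also: cells transiently co-express mutant CFTR-F508del with the halide-sensitive YFP; corrector assay measuring rescue of mutant channel to the surface after 24 h compound exposure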
# INS-1E GSIS act – GLuc luminescence reporter in INS-1E cells, primary screen for activators of glucose-dependent secretion of insulin | activation, % at 16.6 µM | hit rate 0.61% among 370,000 | INS-1E GLuc reporter insulin secretion, 2-3 h;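 active = lowest replicate activation of at least 40%, so every replicate reaches that level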;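 also: 0% = median of neutral control wells and 100% = median of IBMX positive control wells; some compounds called inactive have numbers as strong as hits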
# PAX8 reporter – inhibitors of PAX8-driven TPO luciferase reporter, primary screen, RMG-I cells, single concentration. SteadyGlo, 24 h. inhibition, % at 12.6 µM. hit rate 1.2% among 360,000;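 active = mean replicate inhibition at least 60% with every replicate also reaching 60%; inconclusive = only one of the two criteria is met; inactive = mean below 60% and not all replicates reaching 60%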;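 also: luciferase light reporting Pax8 driven TPO promoter activity; plate controls were median of neutral control wells for no effect and mitoxantrone controls for full effect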
# DENV2 CPE – inhibitors of DENV2 cytopathic effect, primary screen, cell-based, plate reader, single concentration. DENV2-infected cells, cytopathic effect rescue. CPE inhibition, % at 9.99 µM. hit rate 1.7% among 350,000; in the data active = CPE inhibition above about 20%, passing the limit was not always enough; inconclusive = no clear call, values can overlap the other calls; tested in BHK-21 cells;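 also: 0% = median of neutral control wells and 100% = median of positive control wells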
# miR-122 sensor – miR-122 Renilla sensor signal increase in Huh7, primary screen, miR-122 inhibitor project, cell-based, single point, plate reader; Huh7 miR-122 Renilla luciferase sensor, 48 h; neutral wells = 0, positive control = 100; activation (reporter increase), % at 12.5 µM; hit rate 0.3% among 340,000; AID 602342, 2012;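 active = mean replicate activation score at least 90 and every replicate individually at or above 90; inconclusive = only one of the two criteria met; inactive = neither criterion met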;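 also: higher luciferase means less miR-122 activity so hits act as miR-122 inhibitors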
# FN deposition inh – inhibitors of fibronectin matrix deposition, primary screen, AH1F cells, Alexa488-fibronectin fluorescence, plate reader; AH1F fibroblasts, overnight; inhibition, % at 12.6 µM; hit rate 0.086% among 350,000; AID 743247, 2014;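 active = mean inhibition across replicates of 30% or more, regardless of how many single replicates reach that level; inconclusive = mean under 30% yet at least half of replicates reach 30%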;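 also: positive control wells lacked labelled fibronectin entirely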
#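 material = AH1F fibroblast monolayer depositing Alexa488-labelled fibronectin into matrix | amount = 10000 AH1F cells/well | buffer or medium = DMEM plus 2% serum, read in PBS | incubation = 1 h cell adhesion before compound, then overnight fibronectin incubation | detection = fluorescence at 485 nm excitation, 525 nm emission | evaluation = percent inhibition as loss of matrix-bound fibronectin fluorescence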
# EWS-Fli block – EWS/Fli-driven NR0B1 reporter inhibitors, primary screen, A673 cells, NR0B1 luciferase, luminescence, MLPCN library; viability-normalised; inhibition, % at 12.6 µM; hit rate 0.67% among 350,000; AID 651661, 2012;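 active = mean inhibition of at least 50% after viability correction, with every replicate also passing that limit; inconclusive = mean reaches 50% but only one of two replicates passes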;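 also: firefly luciferase signal divided by Alamar Blue viability fluorescence both relative to DMSO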
# Numbers without * were called inactive; ? = inconclusive; · = not tested or not shown; [ ] = remark or other dose.
structure,F508del corr,INS-1E GSIS act,PAX8 reporter,DENV2 CPE,miR-122 sensor,FN deposition inh,EWS-Fli block
C[C@H]1CN([C@@H](C)CO)C(=O)c2cc(Br)cnc2O[C@@H]1CN(C)C(=O)C1CCCCC1,-1.1,4,-14,3,27[16.7 µM],·,-2
O=C(NCc1ccco1)c1ccccc1NS(=O)(=O)c1ccc(Cl)s1,·,·,0,·,3,6,·
Cc1ccc(NC(=O)CCCNC(=O)c2ccc(Cl)cc2)c(O)c1,-4.1,6,-104,4,5,·,·
CN(C)CC#Cc1ccc([C@H]2[C@H]3CN(C(=O)c4cccc(F)c4)CC(=O)N3[C@H]2CO)cc1,-3.3,-8,-12,0,·,·,-2
O=C(Nc1cccc(Cl)c1)N1N=CCC1c1ccccc1 (stereo not given),3.2,·,15,-7,-7,2,-11
COc1cc(OC)cc(-c2nc3ccccc3c(=O)n2OC(=O)c2ccc(C)c(C)c2)c1,9.1*,-5,9,8,·,-6,-3
Cc1cccc(NC(=O)COc2cccc3c2CCN(C)C3=O)c1,0.3,22,0,-5,·,-7,-1
COCc1cc(=O)n2[nH]c(C(C)(C)C)cc2n1,0.7,-7,11,1,-10,0,3
O=C(c1ccc(N2CCN(C(=O)c3ccc(F)c(F)c3)CC2)cc1)c1cccc(F)c1,-1.6,29,5,?,·,·,·
C[C@H](CO)N1C[C@H](C)[C@H](CN(C)Cc2ccc(C(=O)Nc3ccccc3N)cc2)Oc2ccc(NC(=O)Nc3ccc(F)cc3)cc2CC1=O,-3.0,13,·,-3,267*[16.7 µM],·,39
CC(C)NC(=O)Nc1ccc2c(c1)C(=O)N([C@@H](C)CO)C[C@@H](C)[C@@H](CN(C)Cc1ccc(-c3ccccc3)cc1)O2,-2.3,-25,22,7,-1[16.7 µM],·,·
O=C(C[C@H]1C[C@H]2c3cc(NC(=O)NC4CCCC4)ccc3O[C@H]2[C@@H](CO)O1)NCc1ccncc1,1.6,-7,-5,2,2[16.7 µM],-15,-1
CC(C)NC(=O)N(C)C[C@H]1OCCCC[C@@H](C)Oc2ccc(NC(=O)c3ccncc3)cc2C(=O)N([C@@H](C)CO)C[C@H]1C,-2.6,13,-9,14,4[16.7 µM],-4,-4
O=C(C[C@@H]1C=C[C@@H](NC(=O)NC2CCCCC2)[C@@H](CO)O1)NCc1ccc(F)cc1,-2.3,3,4,20,9[16.7 µM],-5,-4
C[C@H](CO)N1C[C@H](C)[C@@H](CN(C)Cc2ccc3c(c2)OCO3)Oc2ccc(NC(=O)CCCN(C)C)cc2C1=O,-2.2,22,-2,-7,·,·,·
CC(C)CCOP(=O)(c1ccc(N(C)C)cc1)C(Nc1ccccc1)c1ccc(N(C)C)cc1 (stereo not given),5.1,16,3,-1,9,-4,21
COc1ccc(CN2CCNC(=O)C2CC(=O)NCc2cc(C)n(C)n2)c(F)c1 (stereo not given),-2.9,19,22,16,·,-7,12
O=C(Nc1nnc([C@H]2C[C@H](O)[C@@H](CO)O2)s1)Nc1ccccc1F,0.4,-13,-53,4,0,-2,-47
O=C(CC(=O)c1c(F)cccc1Cl)c1ccccc1O,-0.1,1,-39,-2,4,-1,24
Cc1ccccc1C(=O)O/N=C(\N)c1ccc([N+](=O)[O-])cc1,-2.1,4,-36,4,-3,-2,-81
CCCCNC(=O)c1onc(CSc2ccccc2CC)c1C(=O)O,-4.6,2,-4,-7,-5,-9,3
CCOC(=O)C1CCCN(c2ccc(NC(=O)c3snc4c(=O)[nH]c(C)nc34)cc2)C1 (stereo not given),1.0,-2,·,1,-9,·,2
O=C1Nc2cc(Br)ccc2C1(O)c1ccccc1O (stereo not given),-2.4,-5,6,1,-8,-6,9
O=C(Nc1ncccc1O)c1ccc(Cl)c(S(=O)(=O)N2CCCCCC2)c1,2.6,14,-6,0,·,-3,-7
CSc1ccccc1NC(=O)c1cnc2scc(C)n2c1=O,-4.3,6,2,-12,-4,4,-63
COc1ccc(C(=O)Nc2ccnn2C2CCN(C(=O)CCC(F)(F)F)CC2)cc1,-1.3,4,-44,-6,1,-13,-26
CCCOc1ccc(N2C(=O)C3C4C=CC(CC4)C3C2=O)cc1 (stereo not given),-1.1,-6,4,?,3,7,-7
O=C(O)C1CSC2(CCN(Cc3ccccc3)CC2)N1 (stereo not given),-2.8,-4,·,-2,-6,·,-4
C[N+]12CCCCC1C(COC(=O)c1ccc3c(c1)OCO3)CCC2 (stereo not given),-3.7,7,·,14,·,-5,-5
CCOc1nc(-c2ccncc2)nc2ccccc12,·,·,6,·,9,0,·
Nc1ccc(Cl)cc1C(=O)c1ccc[nH]1,-3.2,·,16,?,2,-7,-4
CC(Oc1ccc2c3c(c(=O)oc2c1)CCCC3)C(=O)NCC1CCC(C(=O)O)CC1 (stereo not given),-3.8,1,20,-1,2,-9,-6
COc1cccc(CN(C)C[C@H]2OCc3cnnn3CCCC(=O)N([C@@H](C)CO)C[C@H]2C)c1,-0.9,-6,·,-2,3[16.7 µM],-2,3
CCOP1(=O)OCC2OC(n3cnc4c(N)ncnc43)C(O)C2O1 (stereo not given),0.0,19,13,-2,0,2,3
COCCNC(=O)c1ccc(N2CC3CC(C2)c2cccc(=O)n2C3)c(NC(=O)c2cc(OC)cc(OC)c2)c1 (stereo not given),2.6,14,-11,-3,-6,6,-1
CC1(C(=O)Nc2ccccc2)Cc2c(-c3cccc(C(N)=O)c3)ccnc2O1 (stereo not given),2.7,8,7,-3,1,·,3
COc1cccc(N=CC=C2OC(C)(C)C(C)(C)O2)c1,-0.1,2,-20,8,·,1,-67
CCCCCCSc1ccc([C@@H]2[C@@H]3C(=O)N(C)C(=O)[C@@H]3[C@]3(C(=O)OC)CCCCN23)cc1OC,-2.6,-23,-2,-3,2,1,0
COCCNC(=O)C[C@@H]1C[C@H]2c3cc(NC(=O)Nc4ccc(OC)cc4)ccc3O[C@H]2[C@@H](CO)O1,-1.9,-3,-20,114*,4[16.7 µM],-2,-7
Cc1cc(OCC(=O)N2CCOCC2)ccc1NC(=O)c1ccccc1C,1.0,16,-21,2,-9,·,·
CCOc1ccc(C2C(C(C)=O)=C(O)C(=O)N2CCc2c[nH]c3ccccc23)cc1 (stereo not given),-0.7,-20,-3,-4,·,-3,-7
CCN(CC)C(=O)[C@H]1CC(CC(=O)NCc2ccc(OC)c(OC)c2)C(=O)N2CCc3c([nH]c4ccc(OC)cc34)[C@]12C (stereo not given in full),2.9,-7,-1,-5,·,-5,1
O=C(O)c1ccccc1C1c2ccccc2Oc2ccccc21,-1.1,13,-2,5,-8,3,9
CN(C)C(=O)[C@H]1[C@H](CO)[C@H]2Cn3c(ccc(C4=CCCCC4)c3=O)[C@H]2N1Cc1ccc2c(c1)OCO2,-1.2,1,·,1,-5[16.7 µM],·,-3
O=C(NCc1ccccn1)C1CCN(S(=O)(=O)c2ccc(Br)cc2)CC1,4.0,2,-2,-5,1,·,·
CCCCNC(=S)NCC(c1ccccc1)c1c[nH]c2ccccc12 (stereo not given),0.3,-33,9,4,17,8,4
Cc1noc(C)c1S(=O)(=O)N(C)C[C@H]1OCCCC[C@@H](C)Oc2ccc(NC(=O)Nc3cccc4ccccc34)cc2C(=O)N([C@@H](C)CO)C[C@@H]1C,2.2,8,23,-2,-4[16.7 µM],·,-4
Cc1ccc(S(=O)(=O)Nc2ccc3c(c2)C(=O)N([C@@H](C)CO)C[C@@H](C)[C@@H](CN(C)C(=O)Nc2ccc(C(F)(F)F)cc2)O3)cc1,2.2,-8,·,-9,-4[16.7 µM],·,0
CC/C(=N\n1nnnc1Nc1ccccc1)c1ccccc1,·,·,10,·,-3,-9,·
Cc1cc(-n2c(C)cc(C(=O)CSc3ncnc4ccccc34)c2C)no1,·,·,27,·,3,7,·

# The results go on:
structure,F508del corr,INS-1E GSIS act,PAX8 reporter,DENV2 CPE,miR-122 sensor,FN deposition inh,EWS-Fli block
COc1ccc(-c2nnn(CC(=O)N(c3cccc(O)c3)C(C)C(=O)NC3CCCC3)n2)cc1OC (stereo not given),0.7,16,10,-1,·,1,-3
NC(=O)NC(=O)CSc1nc(C2CCCCC2)n(-c2ccccc2)n1,·,5,29,2,·,-4,6
COC(=O)N/N=C/c1cn(Cc2ccc(F)cc2)c2ccccc12,0.2,-5,-122,-2,·,-5,15
COc1cccc(NC(=O)Cc2nnc(SCC(=O)NC3=NCCS3)n2C)c1,0.9,7,0,-4,1,-1,6
C[C@H](CO)N1C[C@H](C)[C@@H](CN(C)Cc2ccc(Cl)c(Cl)c2)Oc2c(NC(=O)CCCCCC(=O)Nc3ccccc3N)cccc2C1=O,7.1,5,35,-6,·,2,·
CC(C)(C)NC(=O)Nc1ccc(F)c(Cl)c1,1.6,-1,-11,12,·,-2,6
CC(Oc1cccc2cccnc12)C(=O)N/N=C/c1ccc2c(c1)OCO2 (stereo not given),-0.1,23,2,-19,·,10,-9
C[C@@H]1CN([C@@H](C)CO)C(=O)c2cc(NC(=O)Cc3ccccc3)ccc2O[C@H]1CN(C)S(=O)(=O)c1cn(C)cn1,-5.6,20,·,-5,-3[16.7 µM],1,-3
Cc1ccc(C)c(N2N=C(C(=O)OCC(=O)N(C)c3ccccc3)CCC2=O)c1,-2.0,9,·,12,2,1,6
CC(C)c1ccc(N(C(=O)c2cc3ccccc3oc2=O)C2C=CS(=O)(=O)C2)cc1 (stereo not given),·,·,17,-3,·,6,16
O=c1[nH]c2ccccc2nc1/C=C(\O)c1cccs1,·,15,-135,·,·,-12,·
O=C(c1ccccc1)C(O)c1ccccc1 (stereo not given),0.7,31,·,0,-2,·,-11
O=C(Nc1ccncc1)c1ccccc1-c1ccccc1,-3.3,10,-18,4,·,9,-12
C[C@H]1CN([C@@H](C)CO)C(=O)c2ccccc2-c2ccccc2CO[C@H]1CN(C)Cc1ccc2c(c1)OCO2,-0.1,-18,-4,?,·,-4,12
COc1ccccc1-c1ccc2c(c1)C(C)(Cc1ccc(Cl)cc1)C(=O)N2 (stereo not given),0.3,·,-13,?,-6,5,-28
COc1ccc(OCc2cc(C(=O)NC(C)Cn3cncn3)no2)c(Cl)c1 (stereo not given),-7.1,20,-93,-6,-2,-5,-65
O=C(COC(=O)c1ccc(F)c(S(=O)(=O)N2CCOCC2)c1)NCc1ccc(Cl)cc1,1.0,-17,-2,10,5,-5,5
S=C(Nc1ccc(Cl)cc1)N(CCCN1CCOCC1)Cc1ccco1,·,24,-1,·,9,4,·
CC(C)NC(=O)N(C)C[C@H]1Oc2cc(C3=CCCCC3)ccc2S(=O)(=O)N([C@H](C)CO)C[C@H]1C,1.8,-9,·,-13,-1[16.7 µM],5,3
COc1ccc(-c2nnc(NC(=O)Cc3ccccc3)s2)c(OC)c1,0.7,·,2,-3,0,3,-4

# Arranged by formula weight (high to low): 3 of the compounds above
structure,F508del corr,INS-1E GSIS act,PAX8 reporter,DENV2 CPE,miR-122 sensor,FN deposition inh,EWS-Fli block
C[C@H]1CN([C@@H](C)CO)C(=O)c2ccccc2-c2ccccc2CO[C@H]1CN(C)Cc1ccc2c(c1)OCO2,-0.1,-18,-4,?,·,-4,12
O=C(COC(=O)c1ccc(F)c(S(=O)(=O)N2CCOCC2)c1)NCc1ccc(Cl)cc1,1.0,-17,-2,10,5,-5,5
S=C(Nc1ccc(Cl)cc1)N(CCCN1CCOCC1)Cc1ccco1,·,24,-1,·,9,4,·
